From PubChem
RXFP1 agonist: qHTS Assay for Agonists of the Relaxin Receptor RXFP1; HEK293T-RXFP1 cAMP TR-FRET, 30 min; response scale: percent of porcine relaxin response, buffer zero; Potency, µM (titrated, usually from 57.5 µM), for the others: at the top dose activation, actives largely listed as activators; Relaxin receptor 1 (Homo sapiens), Q9HBX9; hit rate 0.3% among 370,000; AID 2676, 2010; further: on the % scale 0 is the no-effect control and ±100 the full control effect; nearly all actives have a fitted effect of over 60% in size; many of its hits are not listed in these tables
Target sequence (Q9HBX9 whole entry, looked up): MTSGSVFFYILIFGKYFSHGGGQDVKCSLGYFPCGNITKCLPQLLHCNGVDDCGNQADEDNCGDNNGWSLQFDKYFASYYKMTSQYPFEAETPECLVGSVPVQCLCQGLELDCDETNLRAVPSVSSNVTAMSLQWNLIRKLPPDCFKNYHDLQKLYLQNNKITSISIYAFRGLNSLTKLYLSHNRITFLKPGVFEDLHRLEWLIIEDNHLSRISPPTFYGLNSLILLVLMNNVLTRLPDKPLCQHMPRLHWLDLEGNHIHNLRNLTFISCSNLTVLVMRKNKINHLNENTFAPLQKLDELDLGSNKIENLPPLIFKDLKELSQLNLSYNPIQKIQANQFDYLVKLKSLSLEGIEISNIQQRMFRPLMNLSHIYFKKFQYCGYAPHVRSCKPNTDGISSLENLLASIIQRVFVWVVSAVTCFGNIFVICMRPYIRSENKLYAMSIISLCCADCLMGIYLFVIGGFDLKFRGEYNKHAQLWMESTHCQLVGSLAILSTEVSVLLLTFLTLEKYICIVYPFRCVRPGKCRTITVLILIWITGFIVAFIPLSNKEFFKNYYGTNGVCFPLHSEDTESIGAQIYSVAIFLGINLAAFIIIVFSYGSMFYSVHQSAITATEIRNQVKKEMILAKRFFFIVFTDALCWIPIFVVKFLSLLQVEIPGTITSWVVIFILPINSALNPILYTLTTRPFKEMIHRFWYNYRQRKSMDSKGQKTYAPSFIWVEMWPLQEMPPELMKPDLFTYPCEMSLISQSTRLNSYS
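HEK293T cells stably expressing RXFP1 were pretreated with the PDE4 inhibitor Ro 20174, exposed to compounds for 30 min at 37C, lysed, and cAMP was read by TR-FRET. Data normalized to buffer (basal) and 29 nM porcine relaxin (100%).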
TrxR1 substrate: qHTS Assay for Substrates of Mammalian Selenoprotein Thioredoxin Reductase 1 (TrxR1): qHTS | Thioredoxin reductase 1, cytoplasmic (Rattus norvegicus), O89049 | purified TrxR1 substrate turnover, NADPH consumption readout | Potency, µM (top dose mostly 114 µM), without a hit: top-dose activity change, negative = substrate turnover | hit rate 0.01% among 390,000; further: on the % scale 0 is the no-effect control and ±100 the full control effect; nearly all actives have a fitted effect of over 50% in size
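Rat TrxR1, dispensed at 90 nM, was prereduced with 400 uM NADPH (final) for 5 min at ~22 deg C, then incubated with compound 15 min before 400 uM selenite. A first-read NADPH fluorescence drop versus no-compound background flagged substrates.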
RGS4 inh: Inhibitors of Regulator of G Protein Signaling (RGS) 4: qHTS | Regulator of G-protein signaling 4 (Homo sapiens), P49798 | hit rate 0.039% among 390,000 | AID 504845, 2011 | Transcreener GDP fluorescence polarization, RGS4-accelerated GTP hydrolysis | Potency, µM (highest dose often 114 µM), for the others: top-dose activity change, negative = inhibition, most hits filed as inhibitors; further: on the % scale 0 is the no-effect control and ±100 the full control effect; nearly all actives have a fitted effect of over 75% in size; some results filed as inactive show a strong effect at the top dose
Target sequence (P49798 whole entry, looked up): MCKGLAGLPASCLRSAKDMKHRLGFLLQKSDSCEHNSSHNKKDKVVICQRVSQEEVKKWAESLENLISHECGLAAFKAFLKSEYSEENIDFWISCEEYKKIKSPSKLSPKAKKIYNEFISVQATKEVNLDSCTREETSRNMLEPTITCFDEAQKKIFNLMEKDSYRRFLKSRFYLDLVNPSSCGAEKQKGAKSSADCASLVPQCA
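MLSMR compounds (23 nl, pin-transferred) preincubated 10 min at room temperature with a 500nM (2x) first reagent, then RGS4 at 900nM (2x) plus Transcreener GDP mix added; fluorescence polarization (620/688 nm) read before and after 90 min at 30 °C.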
IDH1 R132H inh: qHTS for Inhibitors of mutant isocitrate dehydrogenase 1 (IDH1): qHTS. hit rate 0.093% among 390,000. Potency, µM (highest dose often 76.6 µM), without a hit: at the top dose activity change, negative = inhibition, usual class: inhibitors. IDH1-R132H enzyme, NADPH consumption, diaphorase/resazurin fluorescence; further: on the % scale 0 is the no-effect control and ±100 the full control effect; nearly all actives have a fitted effect of over 65% in size
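IDH1-R132H (0.5 ug/mL dispensed) in pH 7.5 Tris buffer was preincubated 30 min with compound, then given a substrate mix of 0.016 mM NADPH and 2 mM alpha-KG for 80 min at room temperature; remaining NADPH was read by diaphorase/resazurin fluorescence.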
ALOX12 inh: Primary qHTS assay for inhibitors of human arachidonate 12S-lipoxygenase (ALOX12): Round 2; Polyunsaturated fatty acid lipoxygenase ALOX12 (Homo sapiens), P18054; hit rate 1.1% among 580,000; purified 12hLO, xylenol orange hydroperoxide absorbance; Potency, µM (series often up to 108 µM), for the others: at the highest dose activity change, negative = inhibition, hits mostly inhibitors; further: on the % scale 0 is the no-effect control and ±100 the full control effect
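Purified human 12hLO at 150 nM in 25 mM Hepes, 0.01% Triton X-100, pH 7.0, preincubated 15 min at room temperature with compound. Reaction started with 40 uM arachidonic acid, 30 min at room temperature. Hydroperoxide measured by Fe-xylenol orange, 573/405 nm absorbance ratio.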
Vif-APOBEC3F blk: qHTS for Inhibitors of Vif-A3F Interactions: qHTS | Potency, µM (highest dose often 46.1 µM), inactives show top-dose activity, negative = active | AID 602313, 2012 | HeLa A3F-eYFP + Vif (tagged APOBEC3F with the HIV-1 protein that degrades it), YFP fluorescence increase | hit rate 0.2% among 390,000; further: % of control where 0% means no effect; nearly all actives have a fitted effect of over 65% in size
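HeLa cells stably expressing Vif plus C-terminally eYFP-tagged A3F were seeded, incubated overnight at 37 deg C, dosed with compound, incubated overnight again at 37 deg C. Yellow fluorescence (Ex 488/Em 500-530) reported blocked Vif-mediated A3F-eYFP degradation.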
Vif-APOBEC3G blk: qHTS for Inhibitors of Vif-A3G Interactions: qHTS | DNA dC->dU-editing enzyme APOBEC-3G (Homo sapiens), Q9HC16 | HeLa A3G-eYFP + Vif (tagged APOBEC3G with the HIV-1 protein that degrades it), YFP fluorescence, overnight | Potency, µM (top dose mostly 46.1 µM), inactives show top-dose activity, negative = active, usual class: inhibitors | hit rate 0.076% among 410,000 | AID 602310, 2012;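 further: on the % scale 0 is the no-effect control and ±100 the full control effect; nearly all actives have a fitted effect of over 60% in size; hits raise eYFP signal because A3G escapes Vif-driven loss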
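HeLa cells stably expressing Vif and C-terminally eYFP-tagged A3G, seeded overnight at 37 deg C, then exposed to compound by pintool overnight at 37 deg C. Rise in yellow fluorescence (Ex 488/Em 500-530, Acumen) marks blocked Vif-driven A3G degradation.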
rTrxR1 inhibitor: qHTS Assay for Inhibitors of Mammalian Selenoprotein Thioredoxin Reductase 1 (TrxR1): qHTS; recombinant rTrxR1, NADPH fluorescence consumption, selenite substrate; hit rate 1% among 390,000; Thioredoxin reductase 1, cytoplasmic (Rattus norvegicus), O89049; Potency, µM (top dose mostly 114 µM), for inactives: at the highest dose activity change, negative = inhibition, most hits filed as inhibitors; further: on the % scale 0 is the no-effect control and ±100 the full control effect; nearly all actives have a fitted effect of over 65% in size
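Rat TrxR1 (90 nM in the dispensed reagent) was pre-reduced with 400 uM NADPH for 5 min at room temperature, then incubated with compound for 15 min. After 400 uM selenite was added, NADPH fluorescence (Ex 340/Em 450 nm) was followed for 8 min.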
USP1-UAF1 inh: Inhibitors of USP1/UAF1: Primary Screen; recombinant USP1/UAF1, Ub-Rhodamine cleavage fluorescence; Ubiquitin carboxyl-terminal hydrolase 1 (Homo sapiens), O94782; Potency, µM (doses to about 57.1 µM), inactives show top-dose activity change, negative = inhibition, most hits filed as inhibitors; hit rate 0.23% among 390,000; further: on the % scale 0 is the no-effect control and ±100 the full control effect; nearly all actives have a fitted effect of over 60% in size; inactives centre near -12
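1 nM enzyme complex + cpd, 15 min RT; start with Ub-Rho 150nM final; kinetic fluorescence ex 480/em 540, 6 reads q60 s. Buffer 50mM HEPES pH 7.8, 0.5mM EDTA, 0.1 mg/ml BSA, 1mM TCEP, 0.01% Tween-20.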
Active calls of the source: *; ? = inconclusive; · = not tested or not shown; & = joins results of further samples; [ ] = another dose, or the depositor's remark. The call rests on the fitted dose curve; in most records, active means well fitted curve in the direction sought with a large enough effect; inconclusive means small, poorly fitted or top-dose-only effect, or another doubt; inactive means no such curve, though single readings can be large; an effect the other way counts as inactive or inconclusive. Potency means the concentration at half of the fitted maximal effect. Only part of the results is shown (hit frequency here may not be typical).

Below each compound – ALOX12 inh, Vif-APOBEC3G blk, IDH1 R132H inh, RGS4 inh, rTrxR1 inhibitor, TrxR1 substrate, Vif-APOBEC3F blk, USP1-UAF1 inh, RXFP1 agonist
- CC(C)=CCC/C(C)=C/C=N/NC(=O)c1ccc([N+](=O)[O-])cc1
  -3%, -1%, 1%, 1%, -9%, -4%, -15%, -17%, -0.2%
- COc1ccccc1NC(=S)NC(=O)CCCOc1ccc(Cl)cc1Cl
  ?, 0%, 2%, -34%, ?, 4%, -7%, -4%, 1.8%
- COC(=O)c1ccc(N2CCN(S(=O)(=O)c3c(C)cc(C)cc3C)CC2)c([N+](=O)[O-])c1
  0%, 2%, 0%, -18%, 8%, 1%, 0%, -13%, 0.5%
- O=C(NCc1ccccn1)C1CCCN(Cc2cnn(-c3ccccc3)c2-n2cccc2)C1 (stereo not given)
  ·, -1%, 1%, 1%, -1%, 3%, 10%, -23%, -4.8%
- CCNS(=O)(=O)c1ccc(NC(=O)c2cc(C(F)(F)F)nn2C)cc1
  ?, -4%, -1%, -12%, 13%, 4%, -2%, 4%, -1.3%
- O=C(CNC(=O)C12CC3CC(CC(C3)C1)C2)OCC(=O)N1CCCCC1
  17%, 1%, 3%, -9%, 15%, 0%, 1%, -18%, 1.6%
- COC(=O)C1=C(C)NC(=O)NC1c1ccccc1 (stereo not given)
  -4%&9%, 1%, 4%, -4%, 14%, 1%, -2%, -4%, 2.3%
- CCOC(=O)CC1=NN(c2ccccc2)C(=O)/C1=C\c1ccc(OC)cc1OC
  ?, -7%, 11%, ?, -23%[57.1 µM], -2%[57.1 µM], -6%, 1%, -0.8%
- O=C(/C=C/c1ccco1)OCC1CCCN2CCCCC12 (stereo not given)
  1%, 0%, 8%, -5%, -5%[57.1 µM], -3%[57.1 µM], -2%, -23%, -0.5%
- COc1ccc(S(=O)(=O)N2CCCCC2)cc1NS(=O)(=O)c1ccccc1
  -7%, 0%, 10%, -11%, 18%[57.1 µM], 8%[57.1 µM], 10%, -14%, ·
- CCc1nnc(NC(=O)CSc2nnc(COc3cccc(C)c3)o2)s1
  -7%, -3%, 2%, -10%, 22%[57.1 µM], 17%[57.1 µM], 0%, -19%, 1.4%
- Cc1ccc(/C=C2\SC(=S)N(CCC(=O)NNS(=O)(=O)c3ccccc3)C2=O)cc1
  -5%, ?, 2%, 3%, 6%, -3%, ?, -3%, -139%[inhibitor]
- COc1ccccc1NC(=O)Cn1c(=O)n(Cc2ccccc2)c(=O)c2c1c1cc(C)ccc1n2C
  0%, -1%, 1%, -29%, 16%, 0%, -9%, -30%, 0.0%
- O=C(CC1(O)C(=O)Nc2ccccc21)c1cccc(-n2cccc2)c1 (stereo not given)
  10%, 1%, -4%, 0%, 7%, -3%, -2%, 3%, 0.1%
- CC1CN(C(=O)c2cc3c(s2)CCC3)CC(C)O1 (stereo not given)
  4%, 2%, 3%, -5%, 27%, 10%, 6%, 0%, 2.1%
- CCc1ccc(C(=O)C(C)OC(=O)c2nc3nc(C)cc(C)n3n2)cc1 (stereo not given)
  -9%, 1%, 0%, 2%, -11%, -11%, 9%, -6%, -0.5%
- O=S(=O)(c1ccc(-c2csc(-c3cccnc3)n2)cc1)N1CCCCC1
  ?, 1%, 0%, -41%, -2%, -5%, 3%, -24%, 0.4%
- CCOC(=O)N1CCN(C(=O)CSCC(=O)Nc2nc(-c3ccc(Cl)s3)cs2)CC1
  20%, 3%, 10%, -7%, -6%, -5%, 1%, -22%, 1.5%
- CCc1cc[n+](C(C(=S)Nc2cccc(C)c2)=C([O-])c2ccc(C)c([N+](=O)[O-])c2)cc1
  -24%, 1%, 7%, ?, 14%[11.4 µM], -3%, -13%, -18%, ·
- O=C(O)c1ccc(-n2nnnc2SCc2ccccc2)cc1
  0%, 0%, -1%, -4%, 4%, 1%, 2%, -24%, -0.4%

The results go on.
Below each compound – ALOX12 inh, Vif-APOBEC3G blk, IDH1 R132H inh, RGS4 inh, rTrxR1 inhibitor, TrxR1 substrate, Vif-APOBEC3F blk, USP1-UAF1 inh, RXFP1 agonist
- CCN1CCN(Cc2ccc(NC(=O)Nc3cccs3)cc2)CC1
  6%, 4%, 1%, -6%, -11%, -4%, 1%, -12%, -1.6%
- COc1cccc(C2=NOC(C(=O)Nc3ccc(OC)c(OC)c3)C2)c1 (stereo not given)
  -20%, 2%, 5%, 24%, 18%, 7%, 3%, -13%, -0.3%
- Cc1cc(N/C(=N/S(=O)(=O)c2ccc(F)cc2)c2ccccc2)n(-c2ccccc2)n1
  0%, -4%, 6%, -13%, 10%, -9%, 1%, -23%, 0.4%
- CCN(CC(=O)Nc1c(F)cccc1F)C(=O)CSc1nnc(-c2ccco2)n1CC
  1%, 1%, 0%, 18%, -4%, 3%, -3%, 2%, -1.3%
- COc1cccc(CNC(=O)C2CSC3(C)CCC(=O)N23)c1 (stereo not given)
  6%, -17%, 1%, -16%, 11%, 0%, ?, -15%, 1.0%
- COc1ccc(OC)c(C2C3=C(N=C4SCC(=O)N42)c2ccccc2CC3)c1 (stereo not given)
  461%[activator], -7%, 13%, -43%, -11%, 5%, -5%, -29%, 3.4%
- CCOc1ccc(-c2cccc(NS(=O)(=O)c3ccccc3[N+](=O)[O-])c2)nn1
  -1%, -2%, -1%, -2%, -8%[57.1 µM], -5%[57.1 µM], 1%, -11%, -1.4%
- COc1ccccc1CNc1ncc(-c2ccc(F)cc2)n1C
  ?, -8%, 9%, -38%, 29%, 5%, -5%, -19%, -3.5%
- COc1cc(C(=O)Oc2c(OC)cc(C(=S)N3CCOCC3)cc2OC)cc(OC)c1OC
  24%, 0%, 0%, 2%, 6%, -8%, -3%, -20%, 3.1%
- Cc1ccc(C(=O)N/C(=C/c2cccs2)C(=O)NCC2CCCO2)cc1 (stereo not given)
  -4%, -1%, -7%, 8%, -11%, -11%, 12%, -12%, 0.8%
- Cc1cc(C)n(CCC(=O)Nc2ccc(Cl)cc2)n1
  3%, -2%, -2%, -7%, 19%[57.1 µM], 8%[57.1 µM], -7%, -15%, -0.1%
- O=C(N1CCOCC1)N1CCN(c2ccccc2)CC1
  0%, -10%, 4%, -15%, 1%, 8%, 0%, -3%, -2.2%
- CC1CCCC(NS(=O)(=O)c2cc(Br)cnc2N)C1C (stereo not given)
  ?, 4%, 3%, -10%, 8%, -4%, -8%, -19%, -0.8%
- CC1CCCCN1C(=O)CSc1nnc(CSc2ncccn2)n1C (stereo not given)
  7%, 3%, -1%, 22%[56.9 µM], 8%, 0%, 0%, -10%, 1.1%
- CCOC(=O)C1CCCN(C(=O)c2cccc(S(=O)(=O)N(C)c3c(C)n(C)n(-c4ccccc4)c3=O)c2)C1 (stereo not given)
  6%, -4%, 2%, 2%, -5%, -5%, -14%, -3%, -0.7%
- CCOc1ccccc1NC(=O)c1c(NC(=O)c2ccccc2)sc2c1CCCC2
  -3%, 1%, 8%, 0%, 3%, 7%, 2%, -9%, 6.7%
- CN(CCO)c1cc(N2CCN(C(=O)c3ccco3)CC2)c2nonc2c1[N+](=O)[O-]
  ?, 0%, -7%, -10%, -19%, -16%, 0%, 3%, 9.9%
- COCCNC(=O)C(OC(=O)c1ccco1)c1ccccc1Cl (stereo not given)
  8%, 0%, 2%, -15%, 18%, 11%, 13%, -9%, 0.4%
- O=C(NCc1cccs1)C1CCN(c2nccs2)CC1
  -11%, 2%, 5%, -36%, -9%, -6%, 4%, -19%, 1.2%
- Cc1cc(C)c2c(CC(=O)Nc3c(C(=O)c4ccc(F)cc4)oc4ccccc34)coc2c1
  -12%, -1%, 2%, -2%, 1%, -3%, 3%, -13%, 2.8%
- COCCCNC(=O)C1CCCN(c2nn3cc(-c4ccc(C)cc4)nc3s2)C1 (stereo not given)
  -23%, 4%, 15%, 1%, -22%, -14%, 0%, -13%, 4.3%

Just Vif-APOBEC3G blk, IDH1 R132H inh and RGS4 inh, for 2 of the compounds above:
mol	Vif-APOBEC3G blk	IDH1 R132H inh	RGS4 inh
Cc1ccc(C(=O)N/C(=C/c2cccs2)C(=O)NCC2CCCO2)cc1 (stereo not given)	-1%	-7%	8%
Cc1cc(C)n(CCC(=O)Nc2ccc(Cl)cc2)n1	-2%	-2%	-7%
